Source: PubChem
S1P2 blocker: S1P2 (human) receptor antagonism. O95136. cell-based S1P2 antagonist assay, inhibition at 5 uM. inhibition, % at 5 µM. 97,000 compounds, 0.21% hits; in the data active means inhibition above about 45%;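 further: CRE beta-lactamase reporter cells expressing human S1P2 stimulated with S1P; 0% = agonist at EC80 alone and 100% = agonist plus reference antagonist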
Target sequence (O95136 whole entry, looked up): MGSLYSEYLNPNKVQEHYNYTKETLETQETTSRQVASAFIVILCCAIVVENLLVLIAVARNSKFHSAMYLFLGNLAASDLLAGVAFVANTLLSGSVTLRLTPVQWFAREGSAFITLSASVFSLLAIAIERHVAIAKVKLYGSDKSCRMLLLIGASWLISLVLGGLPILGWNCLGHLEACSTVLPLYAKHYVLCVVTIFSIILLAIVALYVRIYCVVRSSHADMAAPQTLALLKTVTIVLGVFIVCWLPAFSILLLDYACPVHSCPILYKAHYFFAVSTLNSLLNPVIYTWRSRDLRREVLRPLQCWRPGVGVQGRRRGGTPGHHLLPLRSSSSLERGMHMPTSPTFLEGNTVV
PostGolgi yeast: growth inhibition of a yeast mutant, post-Golgi transport screen; post-Golgi transport phenotypic cell assay; inhibition, % at 10 µM; 98,000 compounds, 0.9% hits;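 further: yeast cells grown in 1536-well plates; yeast grown about 18 h at 30C before absorbance read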
sEH inh: soluble epoxide hydrolase (human) inhibition. P34913. recombinant human sEH enzymatic activity assay. inhibition, % at 2 µM. 91,000 compounds, 0.34% hits. AID 707; in the data active means inhibition above about 80%; further: values of inactives mirror those of a sister screen read the other way; many of its hits are not listed in these tables
Target sequence (P34913 whole entry, looked up): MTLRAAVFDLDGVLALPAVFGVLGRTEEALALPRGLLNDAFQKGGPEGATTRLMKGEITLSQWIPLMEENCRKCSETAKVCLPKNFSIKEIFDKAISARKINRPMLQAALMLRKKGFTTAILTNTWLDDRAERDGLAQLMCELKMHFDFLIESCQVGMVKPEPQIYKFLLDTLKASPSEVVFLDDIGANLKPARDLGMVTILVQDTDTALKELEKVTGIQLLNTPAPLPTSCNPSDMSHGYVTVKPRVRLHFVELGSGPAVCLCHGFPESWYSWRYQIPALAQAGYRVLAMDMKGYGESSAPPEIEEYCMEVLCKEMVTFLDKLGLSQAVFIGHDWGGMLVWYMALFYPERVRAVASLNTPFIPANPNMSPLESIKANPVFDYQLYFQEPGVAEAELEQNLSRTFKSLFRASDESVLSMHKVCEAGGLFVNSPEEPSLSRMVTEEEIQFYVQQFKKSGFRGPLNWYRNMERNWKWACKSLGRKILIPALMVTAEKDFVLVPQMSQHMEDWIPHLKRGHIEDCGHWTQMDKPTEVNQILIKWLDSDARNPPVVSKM
PostGolgi ctrl: growth of the yeast control strain, post-Golgi counter-screen. efflux-deficient yeast background strain, growth absorbance A615, 16 h. inhibition, % at 10 µM. 98,000 compounds, 5% hits. AID 738
PLAP activator: activates human placental alkaline phosphatase. 96,000 compounds, 1.2% hits. AID 696. purified PLAP enzyme, luminescent substrate read-out; hits give high values. P05187. activation fold at 20 µM; in the data active means activation fold above about 2
S1P2 agonist: activates the human S1P2 receptor. activation, % at 4.5 µM. S1P2-expressing cell line, agonist reporter read-out. 97,000 compounds, 0.46% hits. O95136; in the data active means activation above about 16%;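 further: 0% = vehicle low control and 100% = maximal reference agonist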
E coli WT exp: blocks growth of wild type E. coli BW25113 | 98,000 compounds, 0.15% hits | OD600 absorbance | growth inhibition, % at 100 µM | AID 710;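 active means growth inhibition above about 50% at one test dose, limit read from the data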;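 further: growth measured after 20 h incubation at 37 °C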
sEH activator: soluble epoxide hydrolase (human) activation | P34913 | purified human sEH enzymatic activity, activator screen | activation, % at 2 µM | 91,000 compounds, 0.04% hits | AID 717; in the data active means activation above about 37%; further: values of inactives mirror those of a sister screen read the other way
Mac1 fbg inh: blocks human CD11b/CD18 adhesion to fibrinogen | P05107+P11215 | inhibition, % at 10 µM | 93,000 compounds, 0.54% hits | K562 CD11b/CD18 adhesion to fibrinogen, ATPlite luminescence; Mn2+ added to activate the integrin;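 active means primary inhibition of 50% or more at 10 µM, then 40% or more on retest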; further: some results filed as inactive read as strong as hits
* hit, by the source's call; . = not tested or not shown. Unless noted, no stated cut-off is given here; in the data, active means inhibition above about 30%; inactive means the rest. Random draw from the library; 7.1% or so of the library scored in one or more.

SMILES	S1P2 blocker	PostGolgi yeast	sEH inh	PostGolgi ctrl	PLAP activator	S1P2 agonist	E coli WT exp	sEH activator	Mac1 fbg inh
CCC(=O)Oc1c(S(=O)(=O)c2ccc(C)cc2)c(C)nn1C(C)(C)C	13	3	10	16	1	-8	4	-11	32
O=C(CCCOc1ccc(Cl)cc1)N1CCOCC1	1	-12	-25	22	1	0	1	22	-52
CCOC(=O)c1cnc2nc(NCc3ccc(OCc4ccccc4)cc3)[nH]n2c1=O	-13	1	-3	7	1.9	1	-11	4	-7
CCC(C)NC(=O)CSC1=Nc2ccccc2C2=NC(c3ccccc3)C(=O)N12 (stereo not drawn)	1	2	-4	-7	0.9	-2	-8	-1	-39
CC(C)C[C@H](NS(=O)(=O)c1ccc(Br)cc1)C(=O)O	13	-6	5	-8	1.1	-7	10	-4	-2
Cc1cccc(-n2c(-c3csc(C)c3)n[nH]c2=S)c1	-20	-1	-2	5	1.1	-1	-10	4	3
CCc1ccc2[nH]c(=O)c(CN(CCN3CCCC3)C(=O)NC3CCCCC3)cc2c1	9	-6	23	7	1.4	-4	-1	-24	16
O=[N+]([O-])c1cc(Cl)cc(/C=N\Nc2ccccn2)c1O	-9	80*	0	19	1	-2	22	3	-4
Cc1ccnc(NS(=O)(=O)c2ccc(NC(=O)C3CCCNC3=O)cc2)n1 (stereo not drawn)	13	-6	13	4	1	-4	0	-13	.
Cc1nc2ccccc2c2oc(C(=O)NCc3ccccn3)cc12	.	11	.	0	0.7	.	0	.	-7
Cc1cccc(-c2nc(C#N)c(NC3CCCCC3)o2)c1	7	2	0	14	0.9	-1	-16	0	2
Cn1cccc1Cc1nnc(SCC(=O)N2CCc3ccccc32)n1-c1ccc(F)cc1	.	-1	.	6	1.1	.	-5	.	-7

5 compounds from above, showing only sEH activator and sEH inh:
smiles	sEH activator	sEH inh
O=C(CCCOc1ccc(Cl)cc1)N1CCOCC1	22	-25
CCOC(=O)c1cnc2nc(NCc3ccc(OCc4ccccc4)cc3)[nH]n2c1=O	4	-3
CCC(C)NC(=O)CSC1=Nc2ccccc2C2=NC(c3ccccc3)C(=O)N12 (stereo not drawn)	-1	-4
CC(C)C[C@H](NS(=O)(=O)c1ccc(Br)cc1)C(=O)O	-4	5
Cc1cccc(-n2c(-c3csc(C)c3)n[nH]c2=S)c1	4	-2

Next part:
SMILES	S1P2 blocker	PostGolgi yeast	sEH inh	PostGolgi ctrl	PLAP activator	S1P2 agonist	E coli WT exp	sEH activator	Mac1 fbg inh
COc1ccc(C2N=C(c3ccccc3)C(C)(C)N2O)cc1 (stereo not drawn)	-16	16	-16	-14	1	-4	4	11	-2
C/C(=N\NS(=O)(=O)c1ccc(Cl)c([N+](=O)[O-])c1)c1cc2ccccc2o1	0	-7	2	18	1.6	-4	8	-1	97*
O=C(O)COc1cccc2nsnc12	15	26	.	5	1	0	2	.	-9
CCOc1cc(C(=O)N2CCc3cc(OC)c(OC)cc3C2)ccc1OC(F)F	-23	-4	-2	4	1.5	0	8	0	33
COc1ccc(-c2cc3nc(C)cc(N)n3n2)cc1	-9	-16	-2	1	0.9	0	13	2	.
CCC(C)c1ccccc1NC(=S)Nc1cccnc1 (stereo not drawn)	-7	-11	-17	-4	1	-3	1	16	-17
CCNC(=O)CN(c1ccc(C)cc1)S(=O)(=O)c1ccc(SC)cc1	6	-2	-4	12	1.3	-7	-1	2	-22
CC(=O)OCC(=O)Nc1ccc(Cl)cc1Cl	.	-14	.	-17	1	.	-5	.	0
CCN1CCCC1CNc1ncnc2c1[nH]c1ccc(F)cc12 (stereo not drawn)	-1	0	-9	5	1.6	-7	14	8	-18
CC(C)(C)c1ccc(CN2C3=NCCCN3c3ccccc32)cc1	-12	.	-9	.	.	-1	.	12	.
O=C(Nc1ccc(N2CCOCC2)cc1)C1CCN(S(=O)(=O)Cc2ccccc2)CC1	15	-1	7	0	0.9	-8	-6	-6	-26
CC1(O)N(Cc2ccccc2)C(=O)OC12CCCCC2 (stereo not drawn)	16	-5	.	46*	1	-4	2	.	0
C=CCN=C1SC(C)C(=O)N1S(=O)(=O)c1ccccc1 (stereo not drawn)	10	-7	9	4	1.7	-3	0	-11	-20
O=C(OCC(=O)N1CCN(c2ccccc2)CC1)c1ccccn1	3	6	-11	0	0.9	-2	7	11	-13
CCOC(=O)c1cnc(SCc2ccc(C)cc2)nc1N	-8	-6	-15	18	0.8	-5	9	15	-21
O=C1NCC(COCc2ccco2)O1 (stereo not drawn)	26	21	-3	4	1.4	-4	4	4	-2
COc1ccc(Cc2nc3ccc(S(=O)(=O)N4CCOCC4)cc3[nH]2)cc1	-11	5	11	2	1.3	-7	2	-12	.
CN1CCN(C(=O)C2CCCCC2C(=O)O)CC1 (stereo not drawn)	5	-2	3	-4	0.8	-3	10	-1	-20
O=C(CN(C(=O)CSc1nnc(COc2ccccc2)o1)c1ccc(F)cc1)NC1CCCC1	-12	2	19	23	1.1	-4	2	-21	-10
CON/C=C(\C=Nc1ccccc1)c1ncc(C(F)(F)F)cc1Cl	21	-2	8	10	0.8	-8	-12	-7	.
O=C(CN1CCN(CCOCCO)CC1)N1c2ccccc2Sc2ccc(Cl)cc21	16	0	.	-2	1.3	-8	-2	.	.
O=C1NCC(O)=C1C=NCCO	4	2	-8	-10	1.2	-1	4	8	-14
Cc1ccc(C)c2[nH]c(=O)c(CCNC(=O)C(C)(C)C)cc12	12	0	-1	2	1.2	-4	9	0	6
CCCC1C2C(=O)N(c3ccccc3OCC)C(=O)C2ON1c1ccccc1 (stereo not drawn)	-6	10	3	-1	1.8	-2	-2	-4	-6

An excerpt from above in order of their number in PLAP activator, rising.
| SMILES | PLAP activator |
| --- | --- |
| O=C(OCC(=O)N1CCN(c2ccccc2)CC1)c1ccccn1 | 0.9 |
| COc1ccc(Cc2nc3ccc(S(=O)(=O)N4CCOCC4)cc3[nH]2)cc1 | 1.3 |
| CCCC1C2C(=O)N(c3ccccc3OCC)C(=O)C2ON1c1ccccc1 (stereo not drawn) | 1.8 |

Going on with the list.
SMILES	S1P2 blocker	PostGolgi yeast	sEH inh	PostGolgi ctrl	PLAP activator	S1P2 agonist	E coli WT exp	sEH activator	Mac1 fbg inh
Cc1nn(C)c(C)c1/C=N/O	1	3	6	14	0.9	-7	4	-7	-10
COC(=O)C1=C(C)N(CC2CCCO2)C(=O)C1 (stereo not drawn)	14	-10	2	4	0.9	-7	6	-2	4
COc1ccc(N(C(=O)c2ccco2)C(C(=O)NC2CCCC2)c2ccc(N(C)C)cc2)cc1OC (stereo not drawn)	6	-2	12	11	.	-10	-3	-12	.
O=C(O)/C=C\C(=O)Nc1ccc(Oc2ccccc2)cc1	13	-5	-7	6	1.1	-1	-12	4	.
COc1ccc(CNC(=O)C2COc3ccccc3O2)c(OC)c1 (stereo not drawn)	2	-3	33	1	0.9	-8	-4	-34	9
CCCNC(=O)CN(c1ccccc1)S(=O)(=O)c1ccc(OC)c(OC)c1	1	.	-14	.	.	-2	.	16	.
Cn1cccc1Cc1nnc(SCC(=O)Nc2ccc3c(c2)OCO3)n1CCc1ccccc1	.	4	.	17	1.6	.	-20	.	1
COc1ccc2c(c1)c(C(O)CN1CCC(Cc3ccccc3)CC1)c(C)n2C (stereo not drawn)	14	-3	-3	7	1.5	-7	12	4	-10
Cc1cccc(Oc2ncnc3oc(-c4ccccc4)cc23)c1C	-1	-7	1	10	1.3	-2	-4	2	-32
COc1ccc(C(c2nnnn2C2CCCCC2)N2CCN(c3ccccc3)CC2)cc1 (stereo not drawn)	-9	.	3	.	1.4	-5	.	-6	6
Cc1ccc(C(C(=O)NC2CCCCC2)N2CCCC2)cc1 (stereo not drawn)	.	-1	.	-9	1.4	.	2	.	-32
Cc1nc2oc3c(NCc4ccccn4)ncnc3c2c2c1COC(C)(C)C2	.	5	.	11	1.3	.	3	.	.
CCc1ccc(CNC(=O)C2CCCN(c3nc4ccccc4o3)C2)cc1 (stereo not drawn)	7	2	58	6	0.9	-2	-9	-57	-7
CCc1ccc(NC(=O)c2noc3c2CCC3)cc1	-12	-4	2	-1	1.2	-4	7	-2	11
NC(=O)C1(N2CCCCC2)CCN(CC(=O)Nc2ccc(Oc3ccccc3)cc2)CC1	6	-12	16	16	1.5	-4	1	-11	10
CCNC(=O)C(Sc1ccccc1)c1ccccc1 (stereo not drawn)	2	.	0	.	.	-2	.	2	.
CCN(CC)c1nc(Nc2ccccc2)nc(Oc2ccc(=O)[nH]n2)n1	-9	-3	4	0	1	-8	0	-2	1
O=C(CSc1ccc2nnc(-c3ccc(F)cc3)n2n1)N1CCOCC1	28	.	-4	.	.	-3	.	3	.
COc1ccc(Nc2ncccc2C(=O)O)cc1	0	4	5	0	1	-2	-14	-6	2
O=C(Cn1cnc2ccccc2c1=O)Nc1ccc(-c2nnc3n2CCCCC3)cc1	10	2	.	4	1.7	-3	2	.	11
CC(NC(=O)COc1ccc(Oc2ccccc2)cc1)C(=O)O (stereo not drawn)	2	4	-17	0	1.5	-1	-3	15	27
CCSc1cc(C)nc2ncnn12	6	4	18	3	0.9	-1	-3	-16	-18
O=C(Cn1nc(-c2ccccc2)ccc1=O)NCCN1CCN(Cc2ccccc2)CC1	-4	-1	-13	2	1.5	-1	0	13	-42
Cc1ccc(Sc2nc(-c3ccccc3)ccc2C#N)cc1	7	2	-9	5	1	-4	-17	10	-8
CC(NC(=O)CCl)c1ccc(Cl)c(Cl)c1 (stereo not drawn)	-7	-2	1	4	0.8	-1	20	0	5
COc1ccc2c(c1)C(=NN)c1cc(OC)ccc1-2	-22	11	-20	3	1	6	8	19	.
C=CCSc1nnc(-c2cc3c(-c4ccccc4)nn(C)c3s2)n1C	13	16	-2	4	1.8	-4	-15	3	.
CCCCn1nnnc1SCC(=O)Nc1cccc(C)n1	19	-9	-2	7	0.9	-4	10	1	-46
Cc1ccc(OCC(=O)N(C)CCc2ccccn2)cc1	17	-2	.	13	0.9	-7	-2	.	13
O=C1C2CC=CCC2C(=O)N1c1ncn[nH]1 (stereo not drawn)	6	-3	-6	6	2.6*	-5	-1	8	8
O=C(C1CCC(CNc2c(N3CCCCC3)c(=O)c2=O)CC1)N1CCc2ccccc2C1 (stereo not drawn)	.	3	.	1	1.6	.	4	.	-21
COc1ccc(N2C(=O)C3CCCN3C2c2ccccc2F)cc1 (stereo not drawn)	11	4	2	0	1.4	-5	5	-4	-10
CCOc1cccc(OCCCCN2CCOCC2)c1	-2	14	2	18	1.2	-5	1	-3	14
Clc1ccc2c(c1)C1OCCC1C(c1ccco1)N2 (stereo not drawn)	-3	-10	-10	16	0.9	-7	-1	9	7
Cc1cc(C)cc(N2CCN(C(=O)N3CCOCC3)CC2)c1	0	-10	-2	-3	1.1	-3	2	0	-13
CCCCOC(=O)c1ccc(N2C(=O)CC(N3CCN(C/C=C/c4ccccc4)CC3)C2=O)cc1 (stereo not drawn)	2	1	3	30*	1.6	-7	-3	-2	8
Cc1cc(C)c2c(n1)nn1c(N3CCN(c4ccccc4)CC3)cc(C)nc21	-2	-4	-6	-1	0.9	-1	-10	6	-5
Cc1ccc(C(=O)N(CN2CCCC2=O)c2ccc(F)cc2)cc1	24	2	-4	5	1.1	-2	0	5	-5
O=C(CSc1nc(O)cc(=O)[nH]1)N1CCCc2ccccc21	-5	7	3	7	1.1	-7	-2	1	-8
Cc1ccc(CSc2nc3c(c(=O)[nH]c(=O)n3C)n2CCC(C)C)cc1	-45	2	6	41*	1.3	0	-6	-4	2
CCCc1cc(C(=O)Nc2cc(OC)c(Cl)cc2OC)no1	15	-7	-6	8	0.9	-2	3	8	-9
O=c1c(Cl)c(N/N=C/c2ccc(Br)cc2)cnn1-c1ccccc1	-5	11	9	3	1.4	-4	3	-7	13
CCN(CC)S(=O)(=O)c1cc([N+](=O)[O-])ccc1NNC(=O)Nc1ccc(F)cc1	-1	21	27	1	0.9	-5	8	-26	6
O=C(NC1CCN(Cc2nnnn2CCc2ccccc2)CC1)c1ccccc1F	10	-5	3	-8	1.3	-5	-3	-5	-4
N#Cc1c(SCC(=O)N2CCOCC2)nsc1SCC(=O)N1CCOCC1	0	-3	-9	-7	1	-1	-4	12	-51
